PME-1 inh: blocks human protein phosphatase methylesterase 1 | Q9Y570 | recombinant PME-1, FP-Rh probe fluorescence polarization | inhibition, % at 5.9 µM | 0.53% of 320,000 active | AID 2130;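 active = inhibition above the campaign mean of all compounds plus 3 SD, cut at about 26% in these data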;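 note: competitive labeling of PME-1 active site by serine hydrolase directed probe; 0% = PME-1 with DMSO and 100% = wells lacking PME-1 enzyme; inhibitors block probe labeling so polarization falls and inhibition rises; many of its hits are not listed in these tables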
BCLXL inh: inhibitors of human Bcl-xL; inhibition, % at 10.9 µM; GST-Bcl-xL / FITC-Bim BH3 peptide fluorescence polarization; 0.7% of 320,000 active; Q07817;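 active = inhibition above the mean of all tested compounds plus 3 SD, cutoff set per campaign, cut at about 30% in these data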;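 note: 0% = DMSO wells and 100% = unlabeled Bim-BH3 peptide competitor; inhibitors lower millipolarization by displacing the labeled peptide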
GRK2 inh: inhibitors of human GRK2 displacing RNA aptamer; inhibition of aptamer binding, % at 10 µM; bead flow cytometry, FAM-aptamer displacement from GRK2; 0.59% of 330,000 active; P25098;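 active = inhibition of aptamer binding above 40%, roughly 3 SD of noise, on plates passing a quality check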;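 note: median bead fluorescence of bound FAM aptamer so fluorescent compounds give negative values; no value below 0 was filed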
GLD-1 TGE inh: GLD-1-TGE RNA interaction inhibition (C. elegans); purified GLD-1 + fluorescein TGE RNA, fluorescence polarization; inhibition, % at 5.96 µM; 0.44% of 320,000 active; Q17339; AID 2280;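 active = percent inhibition above a per-plate cutoff, the plate mean of test compounds plus 3 SD, cut at about 30% in these data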;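 note: 0% = DMSO wells with GLD-1 and probe and 100% = wells lacking GLD-1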
Target sequence (Q17339 whole entry, looked up): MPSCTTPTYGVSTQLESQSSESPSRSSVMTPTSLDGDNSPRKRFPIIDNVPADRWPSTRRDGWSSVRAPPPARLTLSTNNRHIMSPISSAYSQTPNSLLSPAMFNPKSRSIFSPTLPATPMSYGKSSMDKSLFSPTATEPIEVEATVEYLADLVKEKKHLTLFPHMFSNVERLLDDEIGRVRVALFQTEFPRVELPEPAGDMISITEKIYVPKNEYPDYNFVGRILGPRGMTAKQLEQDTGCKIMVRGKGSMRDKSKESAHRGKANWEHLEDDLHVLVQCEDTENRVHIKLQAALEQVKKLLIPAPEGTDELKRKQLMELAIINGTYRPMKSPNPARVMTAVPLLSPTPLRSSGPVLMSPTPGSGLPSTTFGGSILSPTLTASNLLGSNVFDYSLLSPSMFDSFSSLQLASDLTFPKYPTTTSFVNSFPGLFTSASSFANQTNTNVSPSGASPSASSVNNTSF
MCL1 BIM primary: inhibitors of human MCL1 binding to BIM-BH3 peptide. Q07820. GST-MCL1 / FITC-Bim-BH3 fluorescence polarization. inhibition, % at 10.9 µM. 0.68% of 320,000 active. AID 2057;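 active = inhibition above the mean inhibition of all tested compounds plus 3 SD, set per campaign, cut at about 40% in these data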;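 note: 0% = DMSO wells and 100% = unlabeled Bim-BH3 peptide control; higher means more loss of mP so more displacement of Bim peptide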
VLA-4 inh: inhibition in a human VLA-4 binding assay. P13612. VLA-4 expressing cells, ligand binding flow cytometry. inhibition, % (about 7 µM as worked out from the volumes in the protocol). 0.2% of 330,000 active. AID 2557; in the data active = inhibition above about 50%
Efflux pump mplx: inhibitors of Candida antifungal efflux pumps expressed in yeast; inhibition, % at 10 µM; S. cerevisiae Candida pump triplex, Nile Red efflux; 0.44% of 330,000 active; AID 485275;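 active = plate passing quality check with inhibition over a set limit, or well fluorescence over plate mean plus 4 SD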;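 note: Nile Red retained in pooled yeast measured as flow cytometry median fluorescence; 0% = buffer negative control and 100% = Enniatin B positive control; higher means more Nile Red kept so more efflux inhibition; some compounds called inactive have numbers as strong as hits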
MEX-5 binding: C. elegans MEX-5 TCR-2 RNA binding activity | Q9XUB2 | MEX-5/FITC-TCR2 RNA binding, fluorescence polarization; stronger effect = lower value | activity score (negative = inhibition of binding), % at 10 µM | 0.38% of 300,000 active | AID 1832;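 active = inhibition past about -25% in most replicates, and total fluorescence under double the plate's negative control median, limit read from the data; inconclusive = replicates evenly split on the limit, or fluorescence at least double controls; inactive = too little inhibition in most replicates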;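 note: 0% = DMSO and -100% = 5 µM competing unlabeled TCR2 RNA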
Target sequence (Q9XUB2 whole entry, looked up): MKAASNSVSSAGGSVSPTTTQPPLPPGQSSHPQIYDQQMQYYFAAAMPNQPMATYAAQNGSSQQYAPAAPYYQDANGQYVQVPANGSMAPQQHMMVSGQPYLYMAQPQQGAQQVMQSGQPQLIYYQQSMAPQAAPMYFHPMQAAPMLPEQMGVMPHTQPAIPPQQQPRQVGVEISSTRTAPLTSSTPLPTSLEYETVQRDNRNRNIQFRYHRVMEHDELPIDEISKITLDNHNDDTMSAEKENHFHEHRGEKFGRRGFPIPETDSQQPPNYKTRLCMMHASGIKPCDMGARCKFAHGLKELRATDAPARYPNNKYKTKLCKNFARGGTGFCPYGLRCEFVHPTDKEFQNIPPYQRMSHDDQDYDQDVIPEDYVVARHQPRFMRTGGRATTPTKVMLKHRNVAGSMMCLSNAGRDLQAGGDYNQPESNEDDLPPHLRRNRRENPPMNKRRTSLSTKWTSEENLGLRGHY
Fam108B counter: Fam108B inhibition, counter-screen for RBBP9 inhibitors; recombinant Fam108B, FP-Rh probe fluorescence polarization; 0.33% of 300,000 active; inhibition, % at 9.51 µM;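 active = inhibition above the screen mean inhibition plus 3 SD, computed separately per campaign, cut at about 18% in these data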;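 note: inhibitors lower polarization as less probe binds the enzyme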
Active calls of the source: *; ? = inconclusive; . = not tested or not shown.

compound	Efflux pump mplx	PME-1 inh	BCLXL inh	GRK2 inh	Fam108B counter	MCL1 BIM primary	MEX-5 binding	GLD-1 TGE inh	VLA-4 inh
O=C(O)CCNC(=O)c1ccc(Br)o1	0.0	-0.8	7.0	4.0	0.0	8.1	-1.6	4.0	9.7
CCCC(c1nnnn1Cc1ccc(OC)cc1)N1CCN(c2ccccc2OC)CC1 (stereo unspecified)	0.1	0.4	6.2	0.0	-0.9	9.5	-2.2	8.1	21.7
CCN(CC)c1ccc(NC(=O)CN2CCN(c3ccccn3)CC2)cc1	0.3	0.2	4.2	3.0	3.5	2.5	0.6	2.8	1.8
CCN(Cc1ccncc1)C(=O)CCc1nnc(CCc2ccc(OC)cc2)o1	0.0	-2.8	5.3	1.0	-1.8	4.3	0.0	-0.6	11.6
COc1ccc(CC(=O)N2CCCC(CNC(=O)c3ccccc3Cl)C2)cc1 (stereo unspecified)	0.0	-1.9	-1.4	0.0	-0.8	-9.7	-1.7	6.9	5.3
COc1cc(/C=N/n2c(C)nc3ccccc3c2=O)ccc1O	1.4	0.2	6.2	0.0	2.2	-2.2	-0.3	-0.4	10.1
COc1ccc2[nH]c(=O)c(CN(C)C(=O)c3ccncc3)cc2c1	-0.8	0.5	-4.5	0.0	-0.9	-1.4	-2.5	4.0	0.2
O=C(CNC(=O)c1ccco1)NCC(=O)OCc1ccc(F)cc1	-0.3	-2.2	1.3	3.0	-0.8	8.9	-1.0	1.8	-2.9
Cc1nn(C)c(Cl)c1C(N)=O	0.2	1.2	7.4	0.0	0.2	-2.5	-1.1	3.5	1.0
CCN(CC(=O)NCc1ccccn1)S(=O)(=O)c1cc(Cl)ccc1Cl	-0.1	0.1	3.5	0.0	2.8	-0.9	0.5	-7.3	-10.0
CCn1cc([N+](=O)[O-])c(C(=O)N2CCCCCC2)n1	0.1	-6.5	0.5	4.0	2.5	-1.0	2.1	4.3	5.2
COc1cccc(NC(=O)COC(=O)CCCC2=NS(=O)(=O)c3ccccc3N2)c1	0.1	4.2	1.5	0.0	0.0	5.3	2.9	10.7	-0.3
COc1ccc(NC(=O)COC(=O)CCSc2ccccc2)cc1	0.6	.	.	0.0	.	.	.	-1.2	10.6
Cc1ccccc1Nc1nnc(SCC(=O)NC(=O)Nc2ccc3c(c2)OCCO3)s1	-0.1	10.4	-2.3	1.0	1.4	-7.1	0.5	-2.8	8.6
Cc1ccc2nc(SCC(=O)Nc3ccc(C)c(Cl)c3)nc(=O)n2c1	0.2	-1.7	2.2	2.0	-3.1	4.4	-5.0	-0.4	4.7
COc1ccc(C2CC(c3cccs3)=NN2C(=O)CN2CCCCC2)cc1 (stereo unspecified)	0.0	2.7	0.6	0.0	-0.7	-1.7	1.6	5.8	-0.5
O=C(O)c1ccccc1-c1ccc(/C=C2\SC(=O)N(c3ccccc3)C2=O)o1	0.0	0.3	7.6	11.0	4.1	17.9	-10.4	-1.8	-12.6
COc1ccc(/C(N)=N/OC(=O)N2CCOCC2)cc1	0.3	-7.0	1.0	0.0	-0.2	2.8	-0.3	5.3	11.2
CCOc1ccccc1/C=N/NC(=O)c1c(C)nc2ccc(Br)cn12	0.0	-1.1	3.0	0.0	1.8	8.5	2.1	-1.5	1.8
Cc1ccc(-n2c(-c3ccccc3)cc(=O)nc2C)cc1	-0.1	-2.2	3.4	0.0	1.1	3.8	-2.1	1.4	8.2
CN(C)/C=N/c1c(C#N)nnn1Cc1ccccc1	0.2	0.9	-0.3	1.0	-2.9	-1.1	2.1	-1.4	3.7
C[C@H](NC(=O)c1ccccc1Cl)C(=O)OCC(=O)N1CCN(c2ccccc2)CC1	0.3	-4.0	1.1	0.0	.	1.4	.	-2.9	21.5
COc1ccc(-n2c(=O)[nH]cc(C(=O)Nc3ccc(NC(C)=O)cc3)c2=O)cc1	0.0	7.7	5.7	0.0	4.4	10.6	1.8	1.4	2.7
Cc1ccc(S(=O)(=O)N2CCOCC2)cc1NC(=O)CSc1nnc2cc(C)c3ccccc3n12	-0.1	2.5	-2.5	0.0	2.3	-8.6	0.2	-12.9	-1.8
CC(=O)Cc1nsc(NC(=O)c2cc(-c3ccc(Cl)c(Cl)c3)oc2C)n1	0.0	-10.5	7.8	0.0	-2.8	3.1	-0.8	2.1	-3.7
O=C(CCCCC(=O)Nc1ccccc1Cl)Nc1ccccc1Cl	0.2	-3.8	2.2	3.0	-0.9	0.2	-0.1	-1.6	4.7
O=C(OCc1ccccc1Cl)C1CC(=O)N(Cc2ccco2)C1 (stereo unspecified)	0.0	0.6	2.5	1.0	-4.0	10.0	3.2	4.8	-1.5
O=C(COc1ccc(-n2cnnn2)cc1)NCCc1ccc(F)cc1	0.0	1.6	5.8	1.0	2.6	-6.9	-0.4	-7.1	11.5
CC(C)(C)N1CC2([N+](=O)[O-])CN(C(C)(C)C)CC([N+](=O)[O-])(C1)C2	-0.2	-2.5	3.1	0.0	1.1	-0.2	-4.2	-1.1	0.7
Cc1csc(=O)n1CC(=O)OCC(=O)NNC(=O)c1ccccc1	-0.1	1.0	5.5	3.0	2.4	12.2	3.1	-3.1	2.9
Cc1cccc(Cc2nnc(CCC(=O)N(CC3CC3)CC3CCCO3)o2)c1 (stereo unspecified)	0.5	2.1	-9.6	4.0	-6.3	-26.9	-1.6	-7.0	-2.5
CC(C)c1ccccc1OCC(=O)N(C)CC(=O)Nc1ccc(F)cc1	0.1	-2.9	0.9	0.0	-0.9	-0.3	0.6	1.5	-4.2
O=C(CN(c1ccccc1)S(=O)(=O)c1ccccc1)N1CCOCC1	0.1	1.6	-1.0	0.0	-5.7	-1.6	0.3	-3.8	12.9
Cn1c(-c2ccccc2)cnc1SCC(=O)N1CCCc2ccccc21	15.2*	6.1	2.4	5.0	8.0	4.5	2.6	-2.0	-7.0
Cc1cccc2c1N(C(=O)c1ccco1)C(C)(C)c1ssc(=S)c1-2	-0.2	5.1	5.4	0.0	1.4	10.7	-1.7	-3.1	-27.6
Cc1cc(/C=C(\C#N)C(=O)NCc2ccco2)c(C)n1-c1cccnc1	-0.1	-1.5	7.3	1.0	1.8	1.4	-2.5	2.6	11.1
Cc1[nH]c2ccccc2c1CCNC(=O)CCC(=O)c1ccccc1	0.0	2.6	-0.2	0.0	-3.0	8.7	0.3	5.1	-5.1
Cc1nc2ccc3[nH]snc3c2n1	-0.1	1.7	4.5	0.0	-3.5	8.8	1.7	-6.5	-0.2
COc1ccc(CN(C)CC2CCCN(CCc3ccc(F)cc3)C2)cc1OC (stereo unspecified)	-0.1	.	.	0.0	.	.	-0.7	.	-2.5
O=C(CCn1nc(-c2ccccc2)ccc1=O)NCCCN1CCCCCC1	-0.1	-0.4	6.3	0.0	-0.7	3.0	0.3	-5.3	5.7
O=C(OCC1CCCN2CCCCC12)c1ccc2c(c1)OCO2 (stereo unspecified)	0.1	-8.2	4.5	3.0	1.7	12.8	-1.7	5.9	11.3
Cc1cccc(C(=O)NC(C(=O)Nc2nc(-c3ccccn3)cs2)C(C)C)c1 (stereo unspecified)	0.2	-2.6	4.3	5.0	1.9	11.4	-2.6	0.8	-5.9
CC(=O)c1ccc(NC(=S)N2CCCCCC2)cc1	0.1	5.4	8.5	1.0	-0.7	5.8	0.4	0.9	21.6
COc1ccc(S(=O)(=O)Nc2ccc3c(c2)C(=O)N([C@H](C)CO)C[C@@H](C)[C@@H](CN(C)S(=O)(=O)c2ccc(Cl)cc2)O3)cc1	0.2	.	.	1.0	.	.	.	4.7	3.4
C#CCNC(=O)C1=C[C@@H](C2CCCCC2)C[C@@H](OCc2ccc(CO)cc2)O1	.	-0.2	3.0	.	-8.9	3.2	-0.7	4.0	.
Cc1sc2ncn(CC(=O)N3CCN(c4ccccc4)CC3)c(=O)c2c1S(=O)(=O)N1CCOCC1	0.1	3.7	2.0	1.0	2.1	1.3	0.3	-0.2	12.2
COc1ccccc1NC(=O)c1csc(-n2nc(C)cc2C(F)(F)F)n1	0.0	-2.6	8.9	6.0	-6.8	4.8	-0.4	2.2	-7.8
CCC(C(=O)O)n1nc(-c2ccccc2)c2cc(Cl)ccc21 (stereo unspecified)	0.0	1.0	8.0	0.0	-1.1	4.2	0.2	5.6	-0.6
CC(C)CNC(=O)CC1Nc2ccccc2NC1=O (stereo unspecified)	0.2	-5.6	4.6	0.0	-4.1	3.3	0.1	-2.8	-36.8
CCn1c(SCc2nc(-c3ccc(OC)c(OC)c3)no2)nnc1-c1cccs1	0.1	9.6	5.8	0.0	1.0	8.0	2.3	-4.5	-4.9
CC1SC(c2ccc(F)cc2)NC1=O (stereo unspecified)	-0.2	3.9	7.7	1.0	-2.8	15.8	-0.2	-0.5	-5.5
O=S(Cc1cc(Sc2ccccc2)nc(-c2ccccc2)n1)c1ccccc1 (stereo unspecified)	0.3	-5.5	8.3	0.0	-0.2	-2.1	0.1	4.0	3.5
Cc1nnsc1C(=O)Nc1cccc(Cl)c1Cl	0.0	-0.2	3.9	6.0	2.0	2.9	-0.5	8.7	-0.3
CCC1CCC2(CC1)NC(=O)N(CC(=O)Nc1cccc(S(=O)(=O)N(C)c3ccccc3)c1)C2=O (stereo unspecified)	0.0	-12.1	-5.9	0.0	.	-5.9	.	7.2	9.6
CN1CCN(C(=O)c2c(O)c3cccc4c3n(c2=O)CC4)CC1	-0.1	-4.8	9.5	1.0	1.2	11.2	-0.3	1.1	1.2
COc1ccccc1CN1C(=O)CCC1(C)C(=O)NCc1cccnc1 (stereo unspecified)	0.0	1.4	0.8	0.0	1.5	2.2	0.5	5.5	8.3
Cc1ccc(-n2c(C)nnc2SCC(=O)NC2CCCC2)cc1	-0.2	2.8	4.2	2.0	-2.3	5.1	2.1	3.6	5.6
O=C(CN(Cc1ccco1)C(=O)CNS(=O)(=O)c1ccc(F)cc1)NCCc1ccccc1	-0.1	-3.0	5.3	2.0	-3.6	-0.4	0.3	1.7	-2.2
N#C/C(=C\c1ccc(OC(=O)c2ccc(Cl)s2)cc1)c1nc2ccccc2[nH]1	0.0	-17.0	-15.7	81.0*	-25.2	-12.3	?	-0.3	-6.4
Cc1ccccc1NC(=O)CCNS(=O)(=O)c1ccc2[nH]c(=O)oc2c1	-0.2	4.8	5.9	1.0	0.0	21.7	1.1	4.6	-4.0
COc1ccc(CN2CCNC(=O)C2CC(=O)NC2CCCCCC2)c(F)c1 (stereo unspecified)	0.1	-8.0	6.7	0.0	-0.7	10.5	6.4	4.4	0.3
O=C(O)CC(SCC(=O)Nc1ccc(S(=O)(=O)N2CCCC2)cc1)C(=O)O (stereo unspecified)	-0.4	-4.8	3.0	0.0	-0.8	5.4	-3.1	0.8	5.7
O=C(Cc1ccccc1F)Nc1nc(-c2ccc(F)c(F)c2)cs1	0.3	-23.8	4.8	0.0	-14.1	-2.8	1.9	2.1	-6.5

Some of the compounds tested, so the mix of outcomes need not match the whole.
